Assay outcomes as filed in PubChem BioAssay.
Vif-A3G inh = inhibitors of Vif-APOBEC3G interaction | Q9HC16 | HeLa A3G-eYFP + Vif (tagged APOBEC3G with the HIV-1 protein that degrades it), YFP fluorescence, overnight | Potency, µM (top dose mostly 46.1 µM), without a hit: at the highest dose activity, negative = active, most hits filed as inhibitors | 410,000 compounds, 0.076% hits | AID 602310;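 also: potency is read from the fitted curve at half-maximal effect; % is scaled to controls: 0 for no effect and ±100 for the full control effect; nearly all actives have a fitted effect of over 60% in size; hits raise eYFP signal because A3G escapes Vif-driven loss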
Target sequence (Q9HC16 whole entry, looked up): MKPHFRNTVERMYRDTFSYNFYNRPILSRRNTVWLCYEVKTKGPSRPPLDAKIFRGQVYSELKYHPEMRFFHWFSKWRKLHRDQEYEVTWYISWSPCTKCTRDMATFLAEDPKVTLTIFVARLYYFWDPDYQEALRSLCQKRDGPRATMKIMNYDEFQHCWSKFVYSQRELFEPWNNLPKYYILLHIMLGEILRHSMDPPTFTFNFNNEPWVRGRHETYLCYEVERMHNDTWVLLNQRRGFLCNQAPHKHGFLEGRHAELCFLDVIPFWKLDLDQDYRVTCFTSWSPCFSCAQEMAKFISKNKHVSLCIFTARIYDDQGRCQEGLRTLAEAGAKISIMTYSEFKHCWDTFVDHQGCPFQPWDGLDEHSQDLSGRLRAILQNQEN
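Read-out is eYFP fluorescence (Ex 488/Em 500-530) from Vif-expressing HeLa A3G-eYFP cells; more signal means A3G escaped Vif-mediated degradation. Cells plated overnight, compound pinned in, incubated overnight at 37 deg C.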
12-LOX inh = ALOX12 (human) lipoxygenase inhibition | purified 12hLO, xylenol orange hydroperoxide absorbance | P18054 | 580,000 compounds, 1.1% hits | Potency, µM (doses to about 108 µM), without a hit: top-dose activity change, negative = inhibition, actives largely listed as inhibitors; also: potency is read from the fitted curve at half-maximal effect; % is scaled to controls: 0 for no effect and ±100 for the full control effect
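Purified human 12hLO at 150 nM in 25 mM Hepes, 0.01% Triton X-100, pH 7.0, preincubated 15 min at room temperature with compound. Reaction started with 40 uM arachidonic acid, 30 min at room temperature. Hydroperoxide measured by Fe-xylenol orange, 573/405 nm absorbance ratio.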
D2 agonist = activates the human D2 dopamine receptor. HEK293 T-REx D2 cells, calcium flux agonist mode. activation, % at 2 µM. 340,000 compounds, 0.53% hits. P14416;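 active = activation over 3 SD above normal in the single-dose calcium agonist read, cut at about 30% in these data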; also: 0% is about no effect
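Agonism scored from kinetic calcium signal (1 read/sec, 180 s) following compound pin transfer, after a 10 s baseline. Cells: HEK293 Trex line expressing inducible D2 receptor coupled to calcium, dye-loaded after overnight culture at 30 C.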
LDHA inh = blocks human lactate dehydrogenase A. P00338. purified LDHA, NADH/diaphorase-resazurin fluorescence; hits give low values. activity change, % (values are at about 110 or 230 µM). 480,000 compounds, 0.15% hits; in the data active = activity change below about -30%; inconclusive = mostly about -25% to -30%;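 also: plate controls were DMSO wells for no effect and wells without enzyme for full effect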
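Remaining NADH was detected by diaphorase (0.133 mg/mL) converting 37 µM resazurin to fluorescent resorufin, read at 0 and 20 minutes. The preceding 5-minute room-temperature reaction used 2 nM LDHA, 0.2 mM sodium pyruvate and 0.06 mM NADH at pH 7.4.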
ERG-DNA inh = inhibitors of human ERG Ets domain-DNA interaction; Potency, µM (doses to about 76.9 µM), without a hit: at the top dose FP activity, negative = inhibition, most hits filed as inhibitors; fluorescence polarization, His-ERG Ets domain / labelled DNA; 370,000 compounds, 0.028% hits; active = well fitted inhibition curve with a large enough effect in the polarisation, with a control signal flat; inconclusive = small, poorly fitted or top-dose-only effect, or effect the other way, or a change in a side signal; inactive = no such curve, though single readings can be large or run the other way; the % refers to the polarisation;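 also: polarization taken with two DNA probes labelled with fluorescein and Texas red; potency is read from the fitted curve at half-maximal effect; % of control where 0% means no effect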
Target sequence (P11308 whole entry, looked up, the tested form may be a part): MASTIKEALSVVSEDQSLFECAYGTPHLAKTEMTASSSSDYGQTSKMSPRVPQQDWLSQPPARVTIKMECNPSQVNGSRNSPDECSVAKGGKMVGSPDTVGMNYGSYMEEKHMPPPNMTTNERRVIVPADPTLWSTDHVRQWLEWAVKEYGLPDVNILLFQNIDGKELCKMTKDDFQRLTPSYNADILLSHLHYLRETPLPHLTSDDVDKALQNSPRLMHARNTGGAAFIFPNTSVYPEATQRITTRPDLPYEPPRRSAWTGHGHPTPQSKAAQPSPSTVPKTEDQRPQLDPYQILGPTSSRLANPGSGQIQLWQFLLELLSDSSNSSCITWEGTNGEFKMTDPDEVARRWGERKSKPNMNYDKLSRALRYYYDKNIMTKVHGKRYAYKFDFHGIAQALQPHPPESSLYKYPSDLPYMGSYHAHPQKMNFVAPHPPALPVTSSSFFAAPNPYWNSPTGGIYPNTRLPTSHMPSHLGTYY
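His-tagged ERG Ets domain (1 uM in the protein solution; 300mM KCl, 50mM Tris-HCl, 1mM EDTA, 1mM DTT, pH 7.5) received compound, then a probe mix of 5 nM fluorescein-DNA and 100nM Texas-615-DNA. Fluorescence polarization was read for both dyes.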
GRP78 ERSR act = induces the endoplasmic reticulum stress response in human glioma cells | U87-MG GRP78 promoter luciferase reporter, 16 h | Potency, µM, for inactives: top-dose activation, most hits filed as activators | 420,000 compounds, 0.02% hits | AID 602332; also: potency is read from the fitted curve at half-maximal effect; series mostly up to about 76 µM; % of control where 0% means no effect; nearly all actives have a fitted effect of over 35% in size
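ERSR induction read as luciferase luminescence (Bright-Glo, 10 min at room temperature) in stably transfected human U87-MG glioma cells exposed to compounds for 16 h, using GRP78 as sensor.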
Vif-APOBEC3F blk = inhibitors of Vif-A3F interaction; HeLa A3F-eYFP + Vif (tagged APOBEC3F with the HIV-1 protein that degrades it), YFP fluorescence increase; 390,000 compounds, 0.2% hits; Potency, µM (highest dose often 46.1 µM), for inactives: at the highest dose activity, negative = active; also: potency is read from the fitted curve at half-maximal effect; % of control where 0% means no effect; nearly all actives have a fitted effect of over 65% in size
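HeLa cells stably expressing Vif plus C-terminally eYFP-tagged A3F were seeded, incubated overnight at 37 deg C, dosed with compound, incubated overnight again at 37 deg C. Yellow fluorescence (Ex 488/Em 500-530) reported blocked Vif-mediated A3F-eYFP degradation.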
RGS4 inh = human RGS4 inhibition | Transcreener GDP fluorescence polarization, RGS4-accelerated GTP hydrolysis | Potency, µM (highest dose often 114 µM), inactives show top-dose activity change, negative = inhibition, hits mostly inhibitors | 390,000 compounds, 0.039% hits | AID 504845; also: potency is read from the fitted curve at half-maximal effect; % is scaled to controls: 0 for no effect and ±100 for the full control effect; nearly all actives have a fitted effect of over 75% in size; some results filed as inactive show a strong effect at the top dose
Target sequence (P49798 whole entry, looked up): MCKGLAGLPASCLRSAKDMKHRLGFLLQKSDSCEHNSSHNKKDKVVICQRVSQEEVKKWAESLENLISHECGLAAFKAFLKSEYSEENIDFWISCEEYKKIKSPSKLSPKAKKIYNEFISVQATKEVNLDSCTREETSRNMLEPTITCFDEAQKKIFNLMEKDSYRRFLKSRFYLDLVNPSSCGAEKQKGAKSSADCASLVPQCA
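MLSMR compounds (23 nl, pin-transferred) preincubated 10 min at room temperature with a 500nM (2x) first reagent, then RGS4 at 900nM (2x) plus Transcreener GDP mix added; fluorescence polarization (620/688 nm) read before and after 90 min at 30 °C.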
D2 antag = antagonists of human D2 dopamine receptor; inhibition, % at 10 µM; HEK293 TREx D2 cells, calcium flux, dopamine EC80; 340,000 compounds, 2% hits; P14416; in the data active = inhibition above about 30%; also: 0% is about no effect
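Antagonism is scored as inhibition of an EC80 dopamine-evoked calcium signal in a force-coupled, tetracycline-inducible HEK293 T-REx D2 line, with compound present 180 s before agonist.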
Active calls of the source: *; i = inactive; ? = inconclusive; · = not tested or not shown; & = joins results of further samples; [ ] = dose if it differs, or a comment. Unless noted, calls follow the shape of the dose curve; as a rule, active = well fitted curve in the direction sought with a large enough effect; inconclusive = small, poorly fitted or top-dose-only effect, or another doubt; inactive = no such curve, though single readings can be large; an effect the other way counts as inactive or inconclusive. The list is partial (hit frequency here may not be typical).

SMILES	Vif-A3G inh	12-LOX inh	D2 agonist	LDHA inh	ERG-DNA inh	GRP78 ERSR act	Vif-APOBEC3F blk	RGS4 inh	D2 antag
Cc1ccc(N2CC(C(=O)Nc3cccnc3)CC2=O)cc1C (centres undefined)	0%	2%	0.3	-4	-4%	-2%	-13%	-7%	31*
CCN1C(=O)Cc2cc(S(=O)(=O)NCCc3ccccc3)ccc21	1%	7%	-2.8	-7	7%	3%	3%	-1%	-4
CCc1ccccc1NC(=S)N(CCN1CCCCC1)Cc1ccco1	0%	14%	1.2	-6	-3%	-4%	-10%	5%	8
COc1ccc(-c2cc(C(F)(F)F)n3nc(C(=O)NCc4ccco4)cc3n2)cc1	-1%	-2%	0.3	0	·	-3%	-4%	-3%	14
Fc1cccc(F)c1/C=C/c1ccc2ccccc2n1	-8%	-7%	0.2	-7	-3%	-10%	-16%	-6%	0
COc1ccc(N(C)C(=O)Cc2c(C(=O)O)[nH]c3ccccc23)c(OC)c1	?	?	-0.2	-7	-3%	-1%	1%	16%	11
Cc1ccc(-c2nnc(-c3ccccc3)o2)cc1	-2%	0%	-0.8	-7	-2%	-7%	-5%	15%	-19
C/C(=N/NC(=O)CNC(=O)c1cccnc1)c1ccc([N+](=O)[O-])cc1	-2%	-1%	10	-4	-4%	-5%	17%	-4%	10
CCOc1ccc(C(=O)n2cc(C(=O)OC)c3ccccc32)cc1OCC	-1%	21%	1.4	5	0%	0%	3%	-5%	10
COCCNC(=O)C1CC(c2cccc([N+](=O)[O-])c2)=NO1 (centres undefined)	-1%	-12%	-0.2	1	5%	1%	-1%	-25%	-24
Cc1cc(C(=O)NC2CC(C)(C)Cc3c2cnn3-c2ccc(F)cc2)no1 (centres undefined)	1%	i	0.1	0	-2%	0%	0%	-6%	-3
COC(=O)CN(C#N)c1nc(NC(C)C)nc(OC)n1	0%	2%	·	-5	-8%	1%	-1%	-8%	·
Cc1ccc(Cl)cc1N1CCN(C(=O)c2ccc3c(c2)N(Cc2ccccc2)CCS3)CC1	3%	-10%	0.3	-3	6%	-2%	5%	14%	·
CCOC(=O)C1CCN(C(=O)C2CCN(c3nc4ccc(OC)cc4s3)CC2)CC1	0%	-5%	0.3	-3	-1%	0%	1%	12%	-3
O=C(N/N=C/c1c[nH]c2ccccc12)c1ccc2c(c1)OCCO2	?	238%	-0.3	-12	2%	-1%	4%	9%	-18
CCOC(=O)C(NC(=O)c1cccc(Cl)c1)(Nc1sc2c(c1C(N)=O)CCC2)C(F)(F)F (centres undefined)	0%	?	1.2	1	24%	5%	-12%	-5%[11.4 µM]	-1
COc1ccc(Cc2nnc(NC(=O)CS(=O)(=O)Cc3ccccc3)s2)cc1	-10%	464%[activator]	·	-4	-1%	0%	2%	-22%	·
CCOC(=O)/C=C1/N(C)c2ccccc2C1(C)C	2%	17%	-1.0	-4	1%	-2%	-2%	18%	-6
CCOC(=O)c1sc(=S)n(-c2ccccc2)c1N	-1%	143%[activator]	·	-4	3%	-3%	·	-22%	·
CCN(CC)CCNC(=O)CS(=O)Cc1nc(-c2ccc(C)cc2)oc1C (centres undefined)	-6%	-2%	-0.6	-6	-5%	-4%	0%	22%	-4
Cc1c(O)c(S(=O)(=O)c2ccccc2)c(=O)n(-c2ccccc2)c1-c1ccccc1	3%	-17%	1.3	3	-9%	5%	-21%	-17%	2
COc1c(OC2OC(C(=O)O)C(O)C(O)C2O)cc(O)c2c(=O)cc(-c3ccccc3)oc12 (centres undefined)	6%	-20%	-0.6	1	4%	0%	4%	8%	-37
CCOC(=O)c1c(C)[nH]c(C)c1S(=O)(=O)NCC(=O)NCc1ccc(C)cc1	5%	0%	-0.9	5	-1%	-2%	6%	-22%	·
COc1ccccc1N1CCN(C(=O)c2ccc(CS(=O)c3ccccc3C)o2)CC1 (centres undefined)	-27%	-17%	0.3	-4	?	-3%	-7%	14%	·
COC(=O)c1cc2sc(Cl)cc2n1Cc1cc(C)ccc1C	4%	-7%	0.0	2	-26%	-2%	-1%	8%	·
Cc1cc(C)n2nc(SCc3ccc(F)cc3Cl)nc2n1	2%	-9%	-0.7	-5	-4%	5%	2%	49%	-2
COc1ccc(C(=O)NCc2cn3ccccc3n2)cc1	1%	0%	2.2	-3	-3%	2%	2%	-2%	2
O=C(NCCSCc1ccc(Cl)cc1)C1CCN(S(=O)(=O)Cc2ccccc2)CC1	-1%	-18%	·	-13	-5%	-3%	1%	8%	·
COc1ccc2nc(NC(=O)c3cc(C)oc3C)sc2c1	-14%	0%	0.3	2	-2%	1%	·	-22%	-2
Cc1ccc(CSc2nnc(C(F)(F)F)n2Cc2ccc(F)cc2)cc1	2%	4%	0.8	6	1%	3%	0%	-9%	8
COCCNC(=O)c1cn(C)c2ccc(S(=O)(=O)N3CCCCC3)cc2c1=O	-2%	-8%	1.2	-3	-1%	0%	9%	-8%	-13
CCOc1ccc2nc(-c3ccccc3)nc(SCC(=O)Nc3ncc(C)s3)c2c1	1%	3%	0.6	0	-2%	-4%	2%	-12%	12
CCCc1nc2ccccc2n1CCOc1ccccc1	1%	-5%	0.5	-5	0%	-2%	4%	17%[56.9 µM]	-7
Cc1sc(N=Nc2ccc(N(C)C)cc2)[n+]([O-])c1C	1%	39%[activator]	·	23	·	-13%	-3%	·	·
COc1cc(S(=O)(=O)n2c(C)nc3ccccc32)ccc1F	?	?	0.4	-7	1%	-2%	-9%	-5%	11
CC(=O)Oc1ccccc1C(=O)NC(C)CCc1ccccc1 (centres undefined)	0%	4%	-1.9	-10	-10%	-1%	-4%	-2%	-3
Cc1ccc(S(=O)(=O)N2CCCC2)cc1C(=O)NCc1ccccc1CN1CCCC1	3%	12%	-1.5	-8	-14%	-3%	10%	21%	-10
Cn1c(=O)c2c(nc(N3CCc4ccccc4C3)n2Cc2ccccc2F)n(C)c1=O	0%	0%	-1.6	-4	-1%	-5%	2%	-13%	9
COc1ccc(Cc2ccccc2C(=O)O)cc1	0%	2%	·	-6	-4%	-3%	-1%	25%	·
CC(=O)Nc1ccc(CN2CCN(Cc3ccc(F)c(F)c3)C(CCO)C2)cc1 (centres undefined)	2%	-2%	0.5	-5	-24%	-6%	1%	1%	-3
Cc1ccc(S(=O)(=O)N2CCN=C2SCc2cccnc2)cc1	1%	1%	-1.1	-2	-3%	-4%	2%	-31%	1
CC1(C)COC(=S)N1CCC#N	2%	-9%	·	-1	4%	-3%	14%	?	·
CC(C)c1ccc(NC(=O)C(c2ccccc2)N2CCC3(CC2)OCCO3)cc1 (centres undefined)	-6%	?	-1.7	-6	2%	-2%	-2%	-13%	-5
O=C(NCCOc1nc(N2CCOCC2)nc(N2CCOCC2)n1)Nc1ccc(Cl)cc1	0%	13%	-1.7	2	3%	-3%	3%	1%	0
COc1ccc(Cc2nnc(NC(=O)c3cccc([N+](=O)[O-])c3)s2)cc1	-7%	-14%	-0.1	-9	3%	-2%	13%	-37%	-9
C/C(CCc1ccc2c(c1)OCO2)=N\NC(=O)c1ccccc1Br	0%	-1%	-1.6	-2	3%	0%	9%	-2%	-17
Cc1cccc(/C=N/NC(=O)CNc2cccc3ccccc23)n1	-7%	-6%	0.3	28	4%	1%	6%	-24%	5
Nc1cc(=O)[nH]c(SCC(=O)NC2CCCCCCC2)n1	1%	-3%	·	-6	16%	-2%	-8%	22%	·
CCCCn1c(N)c(N(CC)C(=O)CCNC(=O)NC23CC4CC(CC(C4)C2)C3)c(=O)[nH]c1=O	-4%	0%	1.9	-4	4%	-2%	-21%	-19%	-5
CCOC(=O)c1c(S(=O)(=O)NCC(C)c2ccccc2)c(C)n(C)c1C (centres undefined)	0%	-26%	0.2	0	3%	-1%	-27%	23%	-12
CC(=O)Nc1nnc(S(N)(=O)=O)s1	-2%	34%[activator]	·	-3	-17%	-6%&-3%&-5%&-3%&-6%	3%	12%[56.9 µM]	·
CSCC(C)N1CCC(n2nccc2NC(=O)CCOc2ccccc2)CC1 (centres undefined)	-1%	-1%	-0.8	12	-1%	3%	2%	22%	25
CN(CCCc1cnc[nH]1)C(=S)NCCCN(Cc1ccc(Cl)cc1)c1ccc(Br)cn1	-14%	·	·	-5	·	-12%	·	-10%	·
Cc1ccccc1C1NC(=O)c2ccccc2O1 (centres undefined)	-1%	0%	-0.4	-3	6%	-1%	15%	14%	7
CCCCn1c(N)c(N(CCOC)C(=O)c2ccc(S(=O)(=O)N(CC)c3ccccc3)cc2)c(=O)[nH]c1=O	-1%	-24%	0.1	-1	11%	-5%	12%	-8%	-18
CCCn1c(SC(C)C(=O)NC2CCCC2)n[nH]c1=O (centres undefined)	0%	-12%	0.5	-4	12%	-3%	-14%	32%	-7
CC1CC(C)CN(CC(=O)Nc2cc(S(=O)(=O)N3CCOCC3)ccc2N2CCCC2)C1 (centres undefined)	0%	11%	-3.3	2	0%	-3%	3%	-1%	-8
